# Screening results (PubChem BioAssay)
# CAL PDZ inh: CAL PDZ peptide-binding inhibitors, primary screen, biochemical, fluorescence polarization, Cer-tagged CAL PDZ, HTS | Golgi-associated PDZ and coiled-coil motif-containing protein (Homo sapiens), Q9HD26 | purified CAL PDZ, TMR-peptide fluorescence polarization, 1 h | inhibition, % at 20 µM | actives 0.02% (n = 330,000) | AID 504414, 2011;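 active = highest replicate inhibition of at least 40%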;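 note: plate controls were DMSO neutral control wells for no effect and unlabeled competitor peptide control wells for full effect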
#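 Control set: unlabelled peptide and DMSO controls / Material: purified CerCALP PDZ construct / Timing: 1 h incubation at room temperature before polarization reading / Doses: 20 µM, one dose / Detection: fluorescence polarization (mP)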
# Tat transport: E. coli Tat export inhibitors, primary screen, MC4100, TorA-mCherry reporter, fluorescence, single point; inhibition, % at 10 µM; actives 0.036% (n = 340,000); AID 488895, 2010;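 active = mean replicate inhibition at least 50% and at least half of replicates individually reaching 50%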;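 note: exported cargo escapes ClpAP degradation while cytoplasmic cargo is degraded and loses fluorescence; 0% = median of neutral control wells and 100% = median of NaSCN control wells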
# E coli growth: E. coli V3065 growth inhibition, primary screen, counter-screen for AddAB inhibitor project, absorbance, OD600. inhibition, % at 11.9 µM. 18 h. actives 0.27% (n = 330,000);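 active = inhibition above the campaign's mean inhibition across all tested compounds plus 3 SD, cut at about 9.9% in these data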;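 note: uninfected addAB+ strain grown without phage in ampicillin broth; 0% = DMSO wells and 100% = ciprofloxacin 0.95 µg/ml wells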
# phage Ecoli inh: growth loss of phage-infected E. coli, primary screen, RecBCD inhibitor project, absorbance, with phage, HTS; actives 0.26% (n = 360,000); inhibition, % at 11.9 µM; AID 651602, 2012; in the data active = inhibition above about 11%
# PfHsp90 yeast 2: growth inhibition of PfHsp90-expressing yeast, primary screen, antimalarial PfHsp90 inhibitor project, S. cerevisiae, BacTiter-Glo luminescence, single point, set 2. AID 504621, 2011. BacTiter-Glo ATP, 48 h; yeast lacking PDR1 and PDR3 efflux regulators. actives 0.32% (n = 310,000). inhibition, % at 9.4 µM;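 active = every replicate shows inhibition above about 80%, whatever the replicate mean, limit read from the data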;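 note: 0% = DMSO neutral controls and 100% = 20 µM radicicol positive controls; yeast relying on Plasmodium falciparum Hsp90 in place of its own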
# Wnt bcat act: Wnt/beta-catenin pathway activators, primary screen, cell-based, plate reader, single point; Wnt/beta-catenin reporter cell assay, activator; activation, % at 9.35 µM; actives 1.2% (n = 300,000); AID 743398, 2014; in the data active = activation above about 30%, passing the limit was not always enough;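 note: 0% = neutral control wells and 100% = positive control wells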
# DAGLB inh: DAGLB lipase inhibitors, primary screen, biochemical, fluorescence, HTS | Diacylglycerol lipase-beta (Homo sapiens), Q8NCG7 | HEK293T DAGLB membrane lysate, EnzChek fluorogenic substrate | inhibition, % at 5.17 µM | actives 0.059% (n = 340,000) | AID 504411, 2011; in the data active = inhibition above about 34%;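 note: 0% = enzyme with vehicle and 100% = wells lacking enzyme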
# Target sequence (Q8NCG7 whole entry, looked up): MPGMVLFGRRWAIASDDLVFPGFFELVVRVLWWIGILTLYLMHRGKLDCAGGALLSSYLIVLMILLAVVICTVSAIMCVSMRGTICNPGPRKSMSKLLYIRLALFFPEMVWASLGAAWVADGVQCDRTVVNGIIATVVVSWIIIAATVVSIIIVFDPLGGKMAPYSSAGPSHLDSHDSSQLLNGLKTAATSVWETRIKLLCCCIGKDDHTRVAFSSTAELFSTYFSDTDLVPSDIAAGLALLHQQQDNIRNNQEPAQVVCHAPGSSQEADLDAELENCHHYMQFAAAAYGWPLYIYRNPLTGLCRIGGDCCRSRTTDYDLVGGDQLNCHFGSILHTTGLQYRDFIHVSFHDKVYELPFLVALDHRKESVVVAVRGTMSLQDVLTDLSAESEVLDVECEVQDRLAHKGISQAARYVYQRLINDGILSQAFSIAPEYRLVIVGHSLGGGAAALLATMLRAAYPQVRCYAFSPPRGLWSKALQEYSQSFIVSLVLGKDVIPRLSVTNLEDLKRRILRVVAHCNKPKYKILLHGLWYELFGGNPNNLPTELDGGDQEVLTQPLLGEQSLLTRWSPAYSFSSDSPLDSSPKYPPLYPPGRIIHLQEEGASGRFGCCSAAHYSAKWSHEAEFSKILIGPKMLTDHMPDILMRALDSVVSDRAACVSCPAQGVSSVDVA
# PvdQ inh: P. aeruginosa PvdQ acylase inhibitors, primary screen, biochemical, fluorescence, plate reader and imaging, single point | PvdQ acylase [Pseudomonas aeruginosa LESB58] | purified PvdQ acylase | inhibition, % at 10 µM | actives 0.063% (n = 340,000); in the data active = inhibition above about 30%, passing the limit was not always enough;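 note: 0% = vehicle neutral wells and 100% = reference inhibitor wells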
# AddAB inh: growth inhibition of E. coli expressing H. pylori AddAB, primary screen, AddAB inhibitor project, absorbance | inhibition, % at 11.9 µM | actives 0.29% (n = 330,000); in the data active = inhibition above about 12%;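 note: 0% = vehicle wells of infected cells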
# Rtt109 Vps75: inhibitors of C. albicans Rtt109/Vps75 HAT, primary screen, biochemical, ThioGlo CoA-SH fluorescence, plate reader; purified Rtt109/Vps75, 4 h; inhibition, % at 34.9 µM; actives 0.16% (n = 330,000); AID 540336, 2011;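 active = inhibition of at least 50% in every replicate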
# Target sequence (Q5AAJ8 whole entry, looked up): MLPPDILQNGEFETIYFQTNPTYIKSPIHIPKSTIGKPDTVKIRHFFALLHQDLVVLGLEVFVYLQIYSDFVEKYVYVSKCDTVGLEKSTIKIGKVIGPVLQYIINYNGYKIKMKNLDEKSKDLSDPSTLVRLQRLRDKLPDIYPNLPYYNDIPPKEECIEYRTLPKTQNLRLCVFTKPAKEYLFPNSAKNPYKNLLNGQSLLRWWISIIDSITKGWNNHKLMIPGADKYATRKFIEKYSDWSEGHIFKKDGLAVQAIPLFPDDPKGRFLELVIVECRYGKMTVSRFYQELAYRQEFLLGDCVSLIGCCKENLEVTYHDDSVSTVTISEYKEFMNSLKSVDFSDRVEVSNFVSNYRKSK
# Active calls of the source: *; . = not tested or not shown.
SMILES,CAL PDZ inh,Tat transport,E coli growth,phage Ecoli inh,PfHsp90 yeast 2,Wnt bcat act,DAGLB inh,PvdQ inh,AddAB inh,Rtt109 Vps75
COCCC(=O)N1CCC(Oc2ccc(C(=O)NCc3ncc(C)[nH]3)cc2)CC1,-2.3,-2,0.9,1.7,3,-1,-2,5,4.6,-6
COc1cc(Cn2c(=O)c3c(OC)c(C)cnc3n(C)c2=O)cc(OC)c1,-2.0,-3,-0.6,1.8,-1,0,-2,0,3.9,20
CN1CCC(N(C)S(=O)(=O)c2ccc(C(C)(C)C)cc2)CC1,-1.0,-7,-0.5,3.4,1,-1,-3,3,-0.6,7
CC(C)Nc1nc(NC(C)C)nc(OCCOC(=O)Nc2ccccc2)n1,-0.6,-2,-2.7,2.4,16,.,-5,-6,-1.7,-9
CCC(C(=O)Nc1ccc2c(c1)OCCO2)c1ccccc1 (configuration not stated),-0.7,17,-0.8,1.9,-6,-4,1,-1,0.2,-1
O=C(CS(=O)(=O)c1c[nH]c2ccccc12)N1CCc2ccccc21,-0.1,-7,0.2,2.2,19,21,-1,-18,2.8,4
Nc1ccc2oc(-c3ccccc3Cl)cc(=O)c2c1O,-1.0,6,2.0,1.4,22,21,8,-8,2.7,0
CC(NC(=O)c1ccc(S(=O)(=O)Nc2ccccc2)cc1)c1ccc(S(N)(=O)=O)cc1 (configuration not stated),-4.1,-3,1.6,-1.5,-5,1,1,-11,3.9,10
O=C(NCC(c1ccco1)N1CCN(c2ccccc2)CC1)C(=O)NC1CCCCC1 (configuration not stated),-0.4,-4,1.5,1.9,21,4,-2,-15,-1.2,-3
CC1CN(C(=O)c2ccc(S(=O)(=O)Nc3cccc(C(F)(F)F)c3)cc2)CC(C)O1 (configuration not stated),-0.5,15,3.7,2.9,-22,0,-4,-19,-1.4,-1
Cn1cccc1/C=N/NC(=O)Cc1cccc2ccccc12,-2.4,7,2.8,3.3,2,4,5,-3,3.9,-2
CCCn1c(SCC(=O)NC2CCCCC2)nnc1-c1ccco1,-2.6,6,-3.0,-0.1,17,-1,-1,-15,2.8,-9
O=C(N/N=C/c1c[nH]c2ccccc12)c1cc(-c2cccc3ccccc23)n[nH]1,-1.6,13,0.3,3.5,1,.,5,-5,-1.2,8
CC1CCN(C(=O)CSc2nc3[nH]ncc3c(=O)[nH]2)CC1,0.4,-3,0.9,2.0,-7,-2,3,-14,-0.2,6
O=C(O)CCC(=O)NNC(=O)CCC(=O)Nc1ccccc1,-0.7,-1,0.2,2.3,-1,-1,.,3,3.8,13
COC(=O)c1sc(S(=O)(=O)N2CCC(C(=O)O)CC2)c(C(=O)OC)c1C,0.5,-2,-2.3,0.4,5,.,-2,4,-1.7,24
O=C(CN(C1CCCCC1)S(=O)(=O)c1ccc(F)cc1)Nc1ccc2c(c1)OCO2,-2.5,1,2.2,0.9,10,.,-3,-3,1.4,18
S=c1[nH]nc(Cn2cnc3ccccc32)n1-c1ccccc1,-0.1,2,0.3,3.9,-1,0,1,-12,-0.4,-5
N#CC(C#N)=CN=c1ccn(Cc2ccc(Cl)cc2Cl)cc1,0.0,7,0.9,1.8,-10,-4,1,-7,7.4,-25
O=C(Nc1nc(-c2ccc3c(c2)OCO3)cs1)c1ccncc1,-1.4,-4,0.2,0.5,-27,1,0,4,0.7,5
Cc1cnc(C(=O)NC(Cc2ccccc2)c2ccccc2)cn1 (configuration not stated),-0.9,-5,-1.1,4.7,11,0,1,-18,2.9,-7
O=C(Nc1ccccc1)C(=O)Nc1ccc2c(c1)N(C(=O)C1CC1)CCC2,-2.2,0,-3.6,0.7,.,42*,-7,10,-0.8,2
Cn1c(C2CCCN2C(=O)OC(C)(C)C)n[nH]c1=S (configuration not stated),.,-2,-0.7,2.7,17,0,1,13,-1.8,-12
Cc1nn(CC(=O)NCc2ccccc2)c(=O)c2ccccc12,-0.7,13,0.6,0.1,-12,.,1,-8,1.4,7
CC1CCN(CCc2nc3cc(NC(=O)COc4ccc(Cl)cc4)ccc3n2C)CC1,-1.7,-4,-1.2,2.7,4,1,1,8,3.0,16
# New compounds follow
SMILES,CAL PDZ inh,Tat transport,E coli growth,phage Ecoli inh,PfHsp90 yeast 2,Wnt bcat act,DAGLB inh,PvdQ inh,AddAB inh,Rtt109 Vps75
O=C(Nc1cccc(S(=O)(=O)N2CCOCC2)c1)C1CC1,-2.4,-4,-0.7,2.8,11,-4,1,-12,2.0,-9
Cn1c(CNS(=O)(=O)c2ccc(Cl)cc2)n[nH]c1=S,0.9,-8,-0.3,3.1,6,8,0,-11,1.7,-6
O=C(c1ccc2ncsc2c1)N1CCN(c2cccc(C(F)(F)F)c2)CC1,-2.0,4,.,4.1,-11,1,-5,-14,.,7
Nc1cc2c(cc1[N+](=O)[O-])OCCOCCOCCO2,-1.7,10,0.4,-1.5,13,-1,0,6,1.9,-2
Cc1ccc(OC(=O)c2ccc([N+](=O)[O-])cc2Cl)cn1,0.0,1,0.8,1.2,0,0,-4,4,2.1,-3
CCc1nnc(NC(=O)CSc2nnc(CNC(=O)c3ccccc3F)n2C)s1,0.7,2,-2.5,0.5,3,-1,-1,-9,4.9,-8
CC(C)(C)C(=O)Cn1ncc(Br)c(Br)c1=O,0.2,-8,.,1.8,-4,-24,-1,-13,.,-10
CCOC(=O)C1=C(C)OC(N)=C(C#N)C1c1cncc(-c2ccc(F)cc2)c1 (configuration not stated),-0.5,0,2.2,0.8,-85,.,-3,14,-0.2,-10
CC1(C)Cc2cccc(OCC(=O)N3CCN(c4cccc(Cl)c4)CC3)c2O1,-3.0,9,-1.1,8.4,-9,-4,-13,-10,3.5,1
Cc1ccc(S(=O)(=O)CCC(=O)OCC(=O)NCC(=O)Nc2cccc(C)c2C)cc1,-3.0,11,0.1,0.9,-14,2,0,4,7.2,-13
O=C(Nc1cc(S(=O)(=O)N2CCCC2)ccc1OCC(F)(F)F)c1ccc(F)cc1,2.3,-3,1.3,5.1,7,.,-5,-7,1.1,4
CC(=O)Nc1ccc(S(=O)(=O)NCCSCc2cccc(Cl)c2)cc1,-0.5,1,1.7,2.7,-7,-4,1,-12,2.2,7
CCc1ccc(-c2nc(CSCC(=O)N3CCN(c4ncccn4)CC3)c(C)o2)cc1,0.0,2,-2.2,2.8,-5,-2,-8,-5,2.1,5
COc1ccc(/C=N/Nc2cc(C)nc3ccccc23)cc1,-8.6,-7,-1.3,-2.4,-7,-3,-4,2,-2.0,1
CC(NC(=O)c1cc2cc(Cl)ccc2oc1=N)c1ccccc1 (configuration not stated),-2.3,-5,0.2,2.2,21,-1,-10,2,0.4,30
Cc1cccc(/C(N)=N/OC(=O)N2c3ccccc3Sc3ccccc32)c1,-2.2,7,0.1,3.3,-24,1,-4,-3,1.2,-4
COc1ccc(CNC(=O)C(CC(C)C)NC(=O)c2ccccc2C)cc1 (configuration not stated),-1.3,-10,2.6,4.1,-11,1,-1,-7,0.9,0
CCN1C=C(Cc2ccc(F)cc2)C2=C(C1)C(c1ccc(F)cc1)C(C#N)=C(N)O2 (configuration not stated),-0.4,11,-0.1,0.5,-17,.,-1,9,2.6,1
CCOC(=O)c1sc(NC(=O)c2cc(-c3ccccc3C)nc3ccccc23)c(C#N)c1C,-1.2,-3,0.0,3.3,-23,.,0,-3,3.5,-1
CCOC(=O)c1c(C)[nH]c(C(=O)COC(=O)/C=C/c2ccc(O)c(OC)c2)c1C,-2.0,5,-0.6,1.2,-21,.,-3,-15,-0.3,-3
C/C(=C1/SC(N2CC(C)OC(C)C2)=NC1=O)c1ccccc1 (configuration not stated),-0.3,3,-1.1,0.2,.,.,1,-9,1.8,-4
C/C(=N\OC(=O)c1ccc(F)cc1)c1nccs1,-1.5,2,0.8,2.7,-3,.,0,-13,5.7,-1
CC(c1ccccc1F)n1cc(C(=O)NCCCc2nc3ccccc3[nH]2)nn1 (configuration not stated),-1.5,0,-0.1,2.5,15,2,-1,-4,1.1,-1
CCC(=O)Nc1nc2ccccc2n1CCN(C)C,0.4,-10,1.1,1.4,10,-1,-4,-8,1.3,-10
CC(C)=C1C2CCC1C1C(=O)N(NC(=O)c3ccco3)C(=O)C21 (configuration not stated),-0.9,0,-0.9,0.7,-49,0,1,-8,-0.5,-6
# Next entries
SMILES,CAL PDZ inh,Tat transport,E coli growth,phage Ecoli inh,PfHsp90 yeast 2,Wnt bcat act,DAGLB inh,PvdQ inh,AddAB inh,Rtt109 Vps75
O=C(c1cccc([N+](=O)[O-])c1)c1ccc2c(c1)OCCOCCOCCOCCO2,.,.,-1.1,1.8,.,-5,.,.,3.3,.
CC(C)COc1ccc(C(=O)Nc2ccc([N+](=O)[O-])cc2)cc1,-1.2,-1,0.8,.,.,.,-2,9,2.8,-5
O=C(CN1CCN(Cc2ccc(Cl)cc2)C1=O)NCCCN1CCN(c2ccc(F)cc2)CC1,-2.5,9,-0.3,0.8,14,.,3,-2,-5.3,14
Cc1ccc(C)c(S(=O)(=O)N2CCN(C(=O)[C@H](Cc3ccccc3)NC(=O)c3ccco3)CC2)c1,-0.4,6,-1.8,1.8,.,-1,0,-5,-2.9,1
O=C1c2cccc3cccc(c23)C(=O)N1CCCCCc1n[nH]c(=S)o1,-2.9,0,1.4,5.9,-27,-1,8,-14,0.4,8
COC(=O)c1sccc1NC(=S)N1CCCC(C)C1 (configuration not stated),-2.6,5,-1.2,1.8,.,2,-10,5,3.6,2
CCOC(=O)C1CCCN(Cc2c(Cl)cccc2Cl)C1 (configuration not stated),0.1,-1,-0.1,.,.,0,-8,-4,1.6,-6
CCOc1cc(C(=O)NCC(C)CN(C)C)cc(OCC)c1OCC (configuration not stated),-1.2,-12,-1.9,0.3,22,.,1,1,-0.9,5
O=C(OCc1nnc(-c2ccccc2)o1)c1ccc([N+](=O)[O-])o1,-1.6,-2,2.7,6.1,.,-2,-2,-8,1.4,-10
CN(Cc1ccccc1)c1ncc(C=O)s1,-0.3,2,-2.3,-0.2,0,1,-1,3,0.9,-3
Cc1ccc(NC(=O)c2nc3nccc(C)n3n2)cc1S(=O)(=O)N1CCCCC1,0.1,-1,-0.1,1.1,.,-1,-2,4,1.3,-10
COc1cc(/C=N/NC(=O)c2ccc(-n3cccc3)cc2)ccc1O,-1.7,-1,3.3,0.5,3,.,-2,7,6.1,0
COC(=O)C1(C(C[N+](=O)[O-])c2ccc(C)cc2)C(=O)NCC1c1ccco1 (configuration not stated),.,.,2.1,3.0,.,0,.,.,1.2,.
CCC/C(O)=C1\C(=O)CC(C)(C)CC1=NCCO,-1.1,12,0.5,0.4,11,.,-2,-17,0.8,-6
